Bioassay records (PubChem BioAssay)
Furin inhibitor – human furin inhibition. P09958. purified furin, fluorogenic substrate cleavage. inhibition, % at 30 µM. 220,000 compounds, 0.061% hits. AID 463115; in the data active = inhibition above about 25%; note: inactives centre near -15
RBBP9 inhibitor – inhibitors of human serine hydrolase RBBP9; O75884; recombinant RBBP9, FP-Rh probe fluorescence polarization; inhibition, % at 7.94 µM; 220,000 compounds, 0.2% hits; AID 1515;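 active = inhibition above the campaign mean of all tested compounds plus 3 SD, cut at about 14% in these data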;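 note: plate controls were DMSO wells with RBBP9 for no effect and wells lacking RBBP9 protein for full effect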
Target sequence (O75884 whole entry, looked up): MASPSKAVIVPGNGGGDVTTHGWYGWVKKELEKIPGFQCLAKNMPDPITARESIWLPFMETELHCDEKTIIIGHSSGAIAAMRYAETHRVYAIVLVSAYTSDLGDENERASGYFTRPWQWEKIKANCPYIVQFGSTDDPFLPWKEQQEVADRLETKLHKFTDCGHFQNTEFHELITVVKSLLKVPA
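Controls: DMSO-treated enzyme wells and wells lacking RBBP9 | Material: RBBP9 protein | Technique: Fluorescence polarization | Replication: Single well per compound, no replicates | Buffer or medium: Tris-NaCl-Pluronic buffer, pH 8.0 | Timing: 30 min compound preincubation, 45 min probe labeling, 25 °C | Read-out basis: Percent inhibition from mP, scaled between DMSO and no-protein wells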
BaF3 tox – parental Ba/F3 viability inhibition as JAK2V617F counter-screen. CellTiter-Glo ATP luminescence. 220,000 compounds, 1.1% hits. AID 1486. inhibition, % at 5.6 µM;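 active = inhibition above a per-campaign cutoff, the mean inhibition of all tested compounds plus 3 SD, cut at about 27% in these data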;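 note: 0% = DMSO wells and 100% = JAK Inhibitor I control wells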
TbHK1 inh – T. brucei hexokinase 1 inhibition; recombinant TbHK1, G6PDH-coupled NADH A340; inhibition, % at 10 µM; 220,000 compounds, 0.11% hits; AID 1430;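 active = inhibition of 50% or more in the single-dose primary screen; inactive = inhibition below 50%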
Ba/F3 V617F tox – loss of viability in JAK2V617F-driven Ba/F3 cells | inhibition, % at 5.6 µM | 220,000 compounds, 1.1% hits | Ba/F3 EpoR-JAK2V617F viability, ATP luminescence;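 active = inhibition above the campaign mean plus 3 SD over all tested compounds, cut at about 24% in these data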;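 note: cytokine-independent growth of Ba/F3 cells driven by EpoR plus mutant JAK2; 0% = DMSO-treated cells and 100% = JAK inhibitor I control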
PPC-1+TRAIL kill – PPC-1 cancer cell killing with TRAIL present | PPC-1 cells + TRAIL, ATPLite viability luminescence | cell killing (% activity), % at 4 µM | 220,000 compounds, 0.41% hits;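 active = cell killing above 50% in the first pass at 4 µM, then a duplicate retest at 5 µM averaging 50% or more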;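 note: plate controls were cells with TRAIL plus DMSO for no effect and medium-only wells lacking cells for full effect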
NCF1 inh – inhibitors of human p47phox binding. P14598. p47phox/p22phox peptide binding, fluorescence polarization, 2 h. 220,000 compounds, 0.53% hits. AID 1274. inhibition, % at 24.7 µM;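 active = inhibition above about 30%, limit read from the data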;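 note: 0% = p47phox with labelled peptide and 100% = labelled peptide alone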
Target sequence (P14598 whole entry, looked up): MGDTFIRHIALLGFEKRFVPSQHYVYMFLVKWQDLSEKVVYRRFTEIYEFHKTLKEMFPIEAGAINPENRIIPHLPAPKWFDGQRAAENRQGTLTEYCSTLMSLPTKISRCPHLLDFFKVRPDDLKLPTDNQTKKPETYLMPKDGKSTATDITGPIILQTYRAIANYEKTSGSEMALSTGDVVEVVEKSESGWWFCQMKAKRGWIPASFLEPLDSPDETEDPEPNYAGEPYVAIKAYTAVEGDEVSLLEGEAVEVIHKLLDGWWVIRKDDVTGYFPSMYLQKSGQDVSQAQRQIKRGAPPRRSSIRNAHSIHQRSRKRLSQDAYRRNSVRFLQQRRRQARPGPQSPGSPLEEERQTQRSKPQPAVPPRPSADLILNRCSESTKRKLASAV
p97 inhibitor – human p97 ATPase inhibition. P55072. 220,000 compounds, 0.42% hits. inhibition, % at 8 µM. AID 1481. recombinant p97 ATPase, Kinase-Glo ATP luminescence, 3 h; in the data active = inhibition above about 15%;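 note: 0% = DMSO vehicle and 100% = wells lacking enzyme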
PGE2 EP2 inh – EP2 receptor (human) inhibition; P43116; C6 glioma cells expressing human EP2, cAMP TR-FRET; cells stimulated with saturating PGE2; inhibition, % at 25 µM; 260,000 compounds, 0.52% hits; AID 1422;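 active = percent inhibition above 40 after rounding to a whole number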;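 note: rat C6 glioma host cells with rolipram phosphodiesterase inhibitor present; the protocol text gives 20 µM as final concentration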
Target sequence (P43116 whole entry, looked up): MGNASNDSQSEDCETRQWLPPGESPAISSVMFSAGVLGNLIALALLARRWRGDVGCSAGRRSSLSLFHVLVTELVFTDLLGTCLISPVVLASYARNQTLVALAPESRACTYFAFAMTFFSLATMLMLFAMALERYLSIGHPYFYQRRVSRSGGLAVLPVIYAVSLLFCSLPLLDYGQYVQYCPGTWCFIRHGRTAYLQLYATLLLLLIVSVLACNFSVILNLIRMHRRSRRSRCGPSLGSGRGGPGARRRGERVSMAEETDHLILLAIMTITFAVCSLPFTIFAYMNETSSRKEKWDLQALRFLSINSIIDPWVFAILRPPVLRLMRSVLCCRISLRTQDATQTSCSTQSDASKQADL
* = called active by the depositor; . = no result given; & = joins results of further samples; [ ] = remark or other dose.

SMILES	Furin inhibitor	RBBP9 inhibitor	BaF3 tox	TbHK1 inh	Ba/F3 V617F tox	PPC-1+TRAIL kill	NCF1 inh	p97 inhibitor	PGE2 EP2 inh
Cc1ccc([N+](=O)[O-])c(OCCCNCC(C)O)c1 (stereo unspecified)	-5	-9	7	-9	2	4	0	-2	3
COc1ccc(S(=O)(=O)N2CCC(NC(=O)OCc3c(Cl)cccc3Cl)CC2)cc1	-15[20 µM]	1	1	6	-5	8	-8	-1	6
COc1cc(NCCCCCCCN)c2ncccc2c1	-4[20 µM]	2	37*	6	50*	40	34*	14	9
O=C(COC(=O)CCc1nc2ccccc2s1)Nc1nc(-c2ccccc2)cs1	-9	-6	0	1	2	10	-6	1	2
Cc1[nH]c(-c2ccc3c(c2)OCO3)nc1C(=O)O	8	-9	14	-4	6	24	-3	-26	11
Cc1ccccc1C(=O)NNC(=O)/C=C\C(=O)O	-15	-5	3	-10	0	-5	-9	-2	8
CC(=O)c1c(C)nc(-c2ccc(OCC(=O)Nc3cccc(C)c3C)cc2)n1O	-11	1	5	-11	1	.	-18	3	4
CCn1c(-c2ccc(Cl)cc2)n[nH]c1=S	-17[20 µM]	1	3	-6	-3	8	-4	1	9
Cc1cc(OCC(=O)NC(C)c2ccccc2)ccc1[N+](=O)[O-] (stereo unspecified)	-6	-5	2	-10	0	-2	-6	1	10
O=C(NCC(c1ccco1)N1CCOCC1)c1cccc([N+](=O)[O-])c1 (stereo unspecified)	-5	-1	6	5	4	14	5	-2	5
Cc1ccc(CCNC(=O)C2CCCN(S(=O)(=O)c3c(C)noc3/C=C/N(C)C)C2)cc1 (stereo unspecified)	-31	-8	9	-45	-3	-11	-12	3	9
CSc1nc(Sc2cccc(Cl)c2)c2ccccc2n1	-19[20 µM]	8	2	-1	-4	5	-9	7	12
CCCCCCCCc1nc(=S)[nH][nH]1	-21[20 µM]	2	3	15	2	8	1	-3	10
Fc1ccccc1N1CCN(C(c2ccccn2)c2nnnn2C2CCCCC2)CC1 (stereo unspecified)	-16	-5	2	1	0	12	-10	0	8
CCOc1ccc(NC(=O)c2ccccc2SC)cc1	-12	3	2	-1	5	-1	-2	-6	4
COc1ccccc1Oc1c(C)oc2c(CN(C)C)c(O)ccc2c1=O	2	-9	6	-32	3	22	-18	-2	7
C/C=C/C=N/Nc1nc(-c2ccc([N+](=O)[O-])cc2)cs1	-10	-6	-2	-17	-7	16	13	2	6
COc1ccc(N2CCN(C(=O)Cn3c(=O)[nH]c4ccsc4c3=O)CC2)cc1	-19	-3	0	-3	-4	15	1	3	11
Cc1cc(C)n2nc(-c3sccc3-n3cccc3)cc2n1	-8	-7	5	2	4	11	-23	-7	13
Cc1ccc(C)c(CSc2nnc(-c3cccs3)n2Cc2ccco2)c1	-10[20 µM]	-13	-2	1	0	4	-9	-8	7
COc1ccc(N2CCN(C(=O)c3cn(C)c(=O)c4c3c3ccccc3n4C)CC2)cc1	-9	-12	3	-27	-1	-2	-3	-1	5
CCCCCC(=O)Nc1ccc(-c2cn3cccnc3n2)cc1	-37	-11	8	-14	3	16	-3	-9	3
COc1ccc(N2CCN(C(=O)C3Cc4ccccc4CN3C(=O)c3ccccc3)CC2)cc1 (stereo unspecified)	-14	6	4	-1	1	17	0	4	4
CN(Cc1ccccc1)S(=O)(=O)c1ccc(N2CCOCC2)nc1	-11	-11	0	-13	-2	16	-5	-5	9
CC(C)=C1C2C=CC1C(C(=O)Nc1cccc(C)c1)C2C(=O)O (stereo unspecified)	-10	1	2	-4	-3	14	-13	2	.
Later entries
SMILES	Furin inhibitor	RBBP9 inhibitor	BaF3 tox	TbHK1 inh	Ba/F3 V617F tox	PPC-1+TRAIL kill	NCF1 inh	p97 inhibitor	PGE2 EP2 inh
CCCNc1cc(C)oc(=O)c1C(=O)CC	-14	0	8	-3	1	4	-7	3	2
FC(F)Sc1nc2ccccc2[nH]1	-13	8	-3	-10	-2	-8	-5	5	3
COc1ccccc1-n1cnc2cc(NC(=O)c3ccco3)ccc21	-8[20 µM]	-6	14	1	12	5	3	0	9
CCCCN1CCc2c([nH]c3ccc(C)cc23)C1=O	-11	-3	-1	-4	-4	21	-3	5	5
Cn1ncc(SCc2ccccc2)c(Cl)c1=O	-29	-12	-3	2	2	13	7	1	6
COc1ccc(-n2c(=O)c3c4c(sc3n3cnnc23)CC(C)CC4)cc1 (stereo unspecified)	-6[20 µM]	1	3	0	-2	.	.	1	6
Fc1ccc(C2C3=C(Nc4ncnn42)c2ccccc2OC3c2ccncc2)cc1 (stereo unspecified)	-14[20 µM]	-4	7	-15	4	-13	-8	-2	9
C=CCNC(=O)c1scc2c1CCCC2	-11	-4	6	6	-1	-29	-1	2	13
Cc1ccc(C(=O)NNC(=O)/C=C\C(=O)O)cc1	4	-9	6	-1	-1	15	5	-6	13
CC1(C)CC(=O)N(CC(=O)N2CCN(c3ncccn3)CC2)c2ccccc2S1(=O)=O	-15	-7	5	3	-3	13	-8	4	5
Cc1cc(C)cc(NC(=O)NC2CCN(CC(=O)Nc3c(C)cc(C)cc3C)CC2)c1	16[20 µM]	-2	4	2	-4	.	.	11	.
CCn1c2ccccc2c2cc(NC(=O)COc3ccc(OC)cc3)ccc21	-7[20 µM]	-3	4	-3	-1	6	-37	0	8
O=[N+]([O-])c1ccc(N2CCCCC2)cc1SCCO	-8	-6	7	-9	0	4	-1	2	6
CC1(C)CC2(CCO1)C(Nc1ccccc1)=NC(=S)N2CC(N)=O (stereo unspecified)	-15	1	1	-6	-1	29	-4	-8	11
COCCOC(=O)c1c(C)oc2ccc(OCC=C(C)C)cc12	4	-5	0	-4	6	3	-10	-10	13
Cc1ccc2c(c1)/C(=N/OC(=O)c1ccc(F)cc1)CCS2	-13[20 µM]	-7	7	0	0	13	-3	1	8
CCc1ccc(CN2C(=O)c3ccccc3C2C(=O)NCC2CCCO2)cc1 (stereo unspecified)	-12	-1	5	7	1	11	9	7	7
O=C(c1ccc2snnc2c1)N1CCN(c2ccccc2)CC1	8[20 µM]	2	5	-13	-2	16	-7	3	11
CCn1c(SCC(=O)NNC(=O)c2ccc(C)cc2)nnc1-c1ccco1	-27	-12	7	-4	-2	-6	3	7	11
CCCCn1c(SCc2nnc(-c3ccccc3)o2)nc2c1c(=O)n(C)c(=O)n2C	-19	-2	1	1	-4	9	-4	1	4
Cc1ccc(N2C(=O)[C@@H]3Cc4ccccc4CN3C2=O)cc1	-17	-3	3	5	-1	14	-5	6	3
CC1CCN(C(=O)CSc2ccc(-c3ccc(F)cc3)nn2)CC1	-22	-4	-4	1	-2	1	7	0	.
Cc1nc2ccccc2n1CCc1ccccc1	-17	-7	3	-1	-2	-6	-9	6	9
O=C(NCc1ccccc1)Nc1cccn(Cc2ccc(F)cc2)c1=O	-29	4	3	1	-2	7	-14	1	8
COc1ccc(NCC(=O)N/N=C/C=C/c2ccccc2[N+](=O)[O-])cc1	-23	1	10	-12	-1	5	0	0	4

One compound at a time (already shown). Order of screens: Furin inhibitor, RBBP9 inhibitor, BaF3 tox, TbHK1 inh, Ba/F3 V617F tox, PPC-1+TRAIL kill, NCF1 inh, p97 inhibitor, PGE2 EP2 inh
O=[N+]([O-])c1ccc(N2CCCCC2)cc1SCCO is listed as -8, -6, 7, -9, 0, 4, -1, 2, 6
Fc1ccc(C2C3=C(Nc4ncnn42)c2ccccc2OC3c2ccncc2)cc1 (stereo unspecified) is listed as -14[20 µM], -4, 7, -15, 4, -13, -8, -2, 9
FC(F)Sc1nc2ccccc2[nH]1 is listed as -13, 8, -3, -10, -2, -8, -5, 5, 3
COc1ccccc1-n1cnc2cc(NC(=O)c3ccco3)ccc21 is listed as -8[20 µM], -6, 14, 1, 12, 5, 3, 0, 9
C=CCNC(=O)c1scc2c1CCCC2 is listed as -11, -4, 6, 6, -1, -29, -1, 2, 13

Going on with the list:
SMILES	Furin inhibitor	RBBP9 inhibitor	BaF3 tox	TbHK1 inh	Ba/F3 V617F tox	PPC-1+TRAIL kill	NCF1 inh	p97 inhibitor	PGE2 EP2 inh
CCCCCCc1cc2cc(C(=O)Nc3cccc(OC)c3)c(=O)oc2cc1O	-2	-5	3	-4	-1	-26	-14	-3	8
O=c1[nH]cnc2nc(-c3ccccc3)c(-c3ccccc3)nc12	-17[20 µM]	1	3	-20	-2	26	-4	2	4
CCCC(=O)NC(=S)Nc1cccc2c(O)cccc12	-30	-6	8	-6	5	2	-7	-1	12
O=C(O)c1ccc(N/N=C2/CCCc3ccccc32)cc1	-12	-6	-7	-28	-1	-8	-13	8	7
Cc1ccccc1-n1nc(C)c2cc(C(=O)N3CCOCC3)sc21	-22	-1	2	-1	-4	7	-10	5	6
CCC(C)NC(=O)COC(=O)c1cccnc1Nc1ccccc1F (stereo unspecified)	-6	-3	-2	-13	-6	0	-8	5	7
Cc1ccc2nc(NC(=O)[C@H](C)N3C(=O)C4CC=CCC4C3=O)sc2c1 (stereo partly specified)	-5	0	1	-5	-4	23	-3	6	2
CCOC(=O)C1=C(O)C(=O)N(C2CCCCC2)C1	-27	2	4	-12	-4	6	3	6	3
Cc1cc(C)c2c(=O)n(CC(=O)NCCCN3CCOCC3)sc2n1	-21	-5	-1	-4	-3	9	-10	4	14
O=C1CS/C(=N/N=C/c2ccc(OS(=O)(=O)c3ccccc3)cc2)N1	-14	-2	1	-8	-1	-8	-14	5	5
Cc1ccc(S(=O)(=O)N2CCOCC2)cc1C(=O)Nc1ccc2c(c1)CCC2	-22	-1	13	24	5	-4	-13	0	9
Cc1ccc(CN2CC(C(=O)Nc3ccc4c(C)cc(=O)oc4c3)CC2=O)cc1 (stereo unspecified)	-44	-1	10	-9	6	21	-3	-4	8
O=C1c2ccccc2CCC12N=NCC2c1ccccc1 (stereo unspecified)	-12[20 µM]	5	9	4	0	2	-9	0	5
Cc1oc2c(CN3CCCC3)c(O)ccc2c(=O)c1-c1ccccc1	-9[20 µM]	3	8	-39	-1	24	-8	2	12
O=C(Nc1cn(-c2ccccc2)nc1-c1ccc(Cl)cc1)c1ccccc1	-7	-10	3	2	-2	2	-9	2	11
O=C(CN(C(=O)CCC(=O)Nc1nccs1)C1CCCC1)NCc1ccc2c(c1)OCO2	-16	8	-1	-1	-3	3	-4	3	4
CN=C(Nc1ccc(C(=O)OC)cc1)SC1CC(=O)N(c2ccccc2F)C1=O (stereo unspecified)	-22[20 µM]	2	1	-13	2	15	-7	1	11
COc1ccccc1N1CCN(C(=O)CN2C(=O)C3CCCCC3C2=O)CC1 (stereo unspecified)	-19	-7	1	-4	-2	10	-4	-1	6
COc1ccc(OCC(=O)N/N=C/c2ccc(OC)c(OC)c2C(=O)O)cc1	-9	7	5	-2	-2	-1	5	7	7
Cc1cccc(OCCCC(=O)Nc2ccc(N3CCOCC3)cc2)c1	-8[20 µM]	13	4	-11	-2	1	-8	-4	-1
Cc1cccc(CSc2nc3c(cc2C#N)CCC3)c1	-27[20 µM]	0	1	-1	-3	14	-4	2	17
Cc1c(NC(=O)c2c(O)c3ccccc3n(C)c2=O)c(=O)n(-c2ccccc2)n1C	-8	1	6	-2	4	11	4	-2	2
CC1(C)CC(=O)C/C(=N/NC(=O)c2ccc(-c3ccccc3)cc2)C1	-27	3	4	-5	0	12	1	5	1
CCCNC(=O)Cn1c(-c2ccc(F)cc2)cc(C(=O)OCC)c1C	-20	7	0	-5	-7	15	-6	2	9
COc1ccc(S(=O)(=O)Nc2ccc3c(c2)OCO3)cc1	-21[20 µM]	0	6	3	0	9	-8	2	0
O=C(c1cc2c(s1)-c1ccccc1S(=O)(=O)C2)N1CCCC1	-15	1	-2	-27	6	0	-4	0	12
COCC(=O)Nc1nc(-c2ccc(C)cc2)c(C)s1	2[20 µM]	-3	7	-2	-1	8	-7	1	11&-1

The list is partial; the hit share may differ from the screen's.
